APJ antag = blocks the human apelin receptor APJ | P35414 | CHO-K1 APJ beta-arrestin complementation, luminescence | inhibition, % at 20 µM | actives 0.32% (n = 330,000);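 active = inhibition above about 40% at 20 µM, limit read from the data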;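 also: cells challenged with 10 nM apelin-13 agonist together with compound; plate controls were apelin-13 plus DMSO wells for no effect and DMSO wells lacking apelin-13 for full effect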
Target sequence (P35414 whole entry, looked up): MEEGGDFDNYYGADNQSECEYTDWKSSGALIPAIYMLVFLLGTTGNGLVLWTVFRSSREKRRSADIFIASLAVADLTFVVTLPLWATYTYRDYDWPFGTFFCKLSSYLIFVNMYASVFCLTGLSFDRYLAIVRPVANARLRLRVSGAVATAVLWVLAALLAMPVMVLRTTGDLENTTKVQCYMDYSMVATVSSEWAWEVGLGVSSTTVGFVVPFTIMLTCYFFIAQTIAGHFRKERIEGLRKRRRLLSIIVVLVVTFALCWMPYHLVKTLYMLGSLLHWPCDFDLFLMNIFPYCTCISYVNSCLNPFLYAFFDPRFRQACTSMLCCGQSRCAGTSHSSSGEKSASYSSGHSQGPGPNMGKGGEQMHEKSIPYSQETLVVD
XBP1 UPR activ = activators of adaptive arm of unfolded protein response (XBP1); CHO-XBP1 luciferase reporter, IRE1-XBP1 UPR activation, luminescence; percent of tunicamycin response, DMSO as zero; activation, % at 20 µM; actives 0.33% (n = 330,000);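 active = versus positive control, 20 µM dose yields 30% or more activation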;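 also: 100% = tunicamycin at 10 µg/mL and 0% = DMSO only wells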
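Test system: CHO-XBP1 luciferase reporter cells | Buffer or medium: Serum-containing F12 medium, 10% FBS | Schedule: 6 h compound exposure at 37 °C, 5% CO2 | Detection: Steady-Glo luciferase glow luminescence, 10 min after reagent addition | Read-out basis: Activation, % of tunicamycin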
CXCR6 block = inhibitors of human CXCR6 receptor; CHO-K1 PathHunter CXCR6 beta-arrestin, luminescence; inhibition, % at 20 µM; actives 0.36% (n = 360,000); AID 602244; in the data active = inhibition above about 34%, passing the limit was not always enough;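 also: antagonist mode with CXCL16 agonist at 10 nM final; 0% = 10 nM CXCL16 with DMSO and 100% = unstimulated wells without agonist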
Target sequence (O00574 whole entry, looked up): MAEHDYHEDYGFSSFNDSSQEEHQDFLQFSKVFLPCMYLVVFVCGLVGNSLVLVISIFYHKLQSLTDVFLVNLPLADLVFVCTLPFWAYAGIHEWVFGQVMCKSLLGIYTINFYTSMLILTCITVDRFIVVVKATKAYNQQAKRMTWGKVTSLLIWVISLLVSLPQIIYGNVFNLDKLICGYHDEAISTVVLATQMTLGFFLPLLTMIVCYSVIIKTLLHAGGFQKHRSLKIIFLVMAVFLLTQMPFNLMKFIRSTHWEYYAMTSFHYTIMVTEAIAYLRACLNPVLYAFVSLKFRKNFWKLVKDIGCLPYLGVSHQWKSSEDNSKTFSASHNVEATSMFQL
CHOP UPR activ = activators of apoptotic arm of unfolded protein response (CHOP); CHO-CHOP luciferase reporter, UPR activation, luminescence; percent of tunicamycin response over DMSO baseline; activation, % at 10 µM; actives 0.34% (n = 330,000);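 active = at 10 µM dose, activation of 40% or more, normalized to positive control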;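 also: 100% = tunicamycin at 10 µg/mL and 0% = DMSO alone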
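Test system: CHO CHOP reporter cells. Input: 500 CHO-CHOP cells per well. Medium: F12 with 10% FBS. Technique: luciferase luminescence. Measure: percent activation relative to tunicamycin control. Dosing: 10 µM compound, 0.5% DMSO. Timing: 16-18 h cell attachment, then 6 h compound exposure, 37 °C.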
APJ agonist = agonists of human APJ apelin receptor; P35414; CHO-K1 APJ PathHunter beta-arrestin, luminescence; 0% DMSO wells, 100% apelin; activation, % at 20 µM; actives 0.11% (n = 330,000); AID 2520;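 active = activation more than six SD over the plate average, tested at 20 µM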;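 also: 0% = DMSO alone and 100% = apelin-13 at 10 nM; some results filed as inactive read as strong as hits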
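assay system = CHO-K1 APJ beta-arrestin complementation cell line | input = cell density 1000 per well | dosing = compound 20 µM once, DMSO 1% | timing = compound 90 min 25 °C, reagent 1 h | measured by = luminescence from split beta-galactosidase complementation, Galacton Star/Emerald II substrate | read-out basis = APJ agonist activity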
tim23-1 inh = growth inhibitors of tim23-1 mutant yeast; S. cerevisiae tim23-1 growth, BacTiter-Glo luminescence, 24 h; actives 1.3% (n = 330,000); inhibition, % at 20 µM;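 active = growth inhibition of the mutant yeast at or above 50%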;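 also: temperature-sensitive mutant grown at 25 °C; plate controls were DMSO-treated mutant yeast for no effect and medium wells lacking yeast for full effect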
Mdm2-MdmX inh = inhibitors of human Mdm2/MdmX interaction | O15151+Q00987 | SaOS-2 split-luciferase Mdm2/MdmX complementation, luminescence | inhibition, % at 8 µM | actives 3% (n = 330,000) | AID 485346;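 active = inhibition of at least 50% at 8 µM in the primary screen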
EBI2 antag = antagonists of human EBI2 receptor; P32249; EBI2 beta-arrestin recruitment, luminescence, 7a,25-OHC stimulated; inhibition, % at 5 µM; actives 0.81% (n = 360,000); AID 651636; in the data active = inhibition above about 38%;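 also: enzyme fragment complementation signal reports receptor beta-arrestin coupling in cells; 0% = agonist plus DMSO wells and 100% = wells without agonist; some results beyond the cut were filed as inactive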
Target sequence (P32249 whole entry, looked up, the tested form may be a part): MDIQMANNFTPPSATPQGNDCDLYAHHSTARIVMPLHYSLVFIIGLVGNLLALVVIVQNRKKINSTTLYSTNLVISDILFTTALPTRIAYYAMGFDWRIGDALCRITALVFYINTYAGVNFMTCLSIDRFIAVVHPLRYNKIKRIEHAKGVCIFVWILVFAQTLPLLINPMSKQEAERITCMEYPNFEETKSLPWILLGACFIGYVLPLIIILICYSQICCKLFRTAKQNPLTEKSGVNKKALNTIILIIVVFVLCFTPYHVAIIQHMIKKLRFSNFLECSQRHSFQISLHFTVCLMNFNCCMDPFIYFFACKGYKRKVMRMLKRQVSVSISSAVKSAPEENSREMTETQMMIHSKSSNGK
CCR6 antag = antagonists of human CCR6 receptor. inhibition, % at 20 µM. actives 0.49% (n = 340,000). CHO-K1 CCR6 PathHunter beta-arrestin, luminescence, CCL20-stimulated. P51684;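 active = compounds whose inhibition of the agonist-driven luminescence signal at 20 µM reaches about 50%, limit read from the data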;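 also: cells stimulated with CCL20 at 14 nM final; plate controls were DMSO with CCL20 for no effect and DMSO without agonist for full effect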
Active calls of the source: *; & = joins results of further samples.

Every second line gives: APJ antag	XBP1 UPR activ	CXCR6 block	CHOP UPR activ	APJ agonist	tim23-1 inh	Mdm2-MdmX inh	EBI2 antag	CCR6 antag
#1 CC(C)CCOC(=O)c1c(N)n(CC2CCCO2)c2nc3ccccc3nc12 (configuration not stated)
 : 18	2	7	-0.3	-6	18	-17	23	38
#2 COC(=O)C1=C(c2ccc(F)cc2OCc2ccccc2)C[C@@H]2CC[C@H]1N2C(=O)NCc1ccc(Cl)cc1
 : -2	0	14	3.9	-1	23	56*	24	17
#3 CC(C)N1C(=O)/C(=C/C=C/c2ccco2)C(=O)N(Cc2ccco2)C1=O
 : 14	8	-6	45*	-4	21	28	4	30
#4 Cc1cc(=O)oc2cc(OCC(=O)N3C[C@H]4C[C@@H](C3)c3cccc(=O)n3C4)c(Cl)cc12
 : -34	1	0	-1.3	-3	-1	2	1	0
#5 O=C1N[C@@H](Cc2ccccc2)C(=O)N2[C@H]1C[C@H]1c3ccccc3N(OOSc3ccccc3)[C@H]12
 : 4	-5	2	1.5	-3	25	16	-19	4
#6 OCCNc1c2c(nc3ccccc13)CCCC2
 : 7	-3	-2	-0.6	-4	-1	-18	-6	-2
#7 O=C(C[N+]12CCC(CC1)C(CO)C2)c1ccc([N+](=O)[O-])cc1 (configuration not stated)
 : -6	-3	8	-0.6	-2	-1	17	-24	-2
#8 COC(=O)C1=C(c2ccc(F)cc2F)C[C@@H]2CC[C@H]1N2C(=O)NCc1ccc2c(c1)OCO2
 : 9	0	3	-0.1	-5	32	-8	-8	18
#9 COc1ccc(-n2c(C)nc3ccccc3c2=O)c([N+](=O)[O-])c1
 : 8	-4	4	1.3	-1	7	-1	-3	-1
#10 CCC1=Nc2cc(C(=O)N3CCC4(CC3)OCCO4)ccc2Sc2ccccc21
 : -2	-3	0	-0.9	9	20	5	0	7
#11 OCC12CO[C@@H]3c4ccccc4[C@H](OC1)N32 (some centres not stated)
 : 21	-2	-4	1.6	-4	4	17	-2	-8
#12 COc1ccc(C(=O)N2CCC3(CC2)OCCO3)cc1
 : -43	-2	-9	3.3	9	6	-11	-5	17
#13 N#CC1=C(N)Oc2c(c(=O)sc3ccccc23)C1c1ccncc1 (configuration not stated)
 : 2	3	12	-2.7	3	6	24	-2	-4
#14 Cc1ccc(Cn2nc(C)c(C=O)c2Cl)cc1
 : -22	-2	-7	0.6	1	20	35	-8	0
#15 CN(C)C(=O)Oc1ccc(-c2nnco2)cc1
 : -9	2	1	-1.5	0	8	-27	1	7
#16 COC(=O)C1=C(c2ccc(OC(F)(F)F)cc2)C[C@@H]2CC[C@H]1N2C(=O)NCc1ccc(F)cc1
 : 4	-2	1	2.4	-4	38	-12	12	21
#17 CCCCn1c(=O)c(C(=O)Nc2ccccc2F)c(O)c2ccccc21
 : -24	-3	-10	2.4	0	-2	31	-6	-8
#18 Oc1ccc(CC2(N3CCCC3)CCCCC2)cc1
 : -1	-2	0	1.3	-1	10	-13	3	6
#19 COc1ccc2[nH]c(C)c(CCN3CCC(=O)C(C)C3C)c2c1 (configuration not stated)
 : 14	1	-10	0.4	-5	8	11	2	0
#20 CC(=NCc1ccc(F)cc1)c1c(O)n(C)c(=O)n(C)c1=O
 : 3	0	3	-0.5	1	16	-30	5	-1

Sorted by length of the SMILES (low to high): part of the list above.
Every second line gives: APJ antag	XBP1 UPR activ	CXCR6 block	CHOP UPR activ	APJ agonist	tim23-1 inh	Mdm2-MdmX inh	EBI2 antag	CCR6 antag
#18 Oc1ccc(CC2(N3CCCC3)CCCCC2)cc1
 : -1	-2	0	1.3	-1	10	-13	3	6
#12 COc1ccc(C(=O)N2CCC3(CC2)OCCO3)cc1
 : -43	-2	-9	3.3	9	6	-11	-5	17
#20 CC(=NCc1ccc(F)cc1)c1c(O)n(C)c(=O)n(C)c1=O
 : 3	0	3	-0.5	1	16	-30	5	-1
#17 CCCCn1c(=O)c(C(=O)Nc2ccccc2F)c(O)c2ccccc21
 : -24	-3	-10	2.4	0	-2	31	-6	-8
#16 COC(=O)C1=C(c2ccc(OC(F)(F)F)cc2)C[C@@H]2CC[C@H]1N2C(=O)NCc1ccc(F)cc1
 : 4	-2	1	2.4	-4	38	-12	12	21

New compounds follow
Every second line gives: APJ antag	XBP1 UPR activ	CXCR6 block	CHOP UPR activ	APJ agonist	tim23-1 inh	Mdm2-MdmX inh	EBI2 antag	CCR6 antag
#21 O=C(Cc1ccccc1)Oc1ccc(N2C(=O)C3CCCCC3C2=O)cc1 (configuration not stated)
 : -26	-1	3	0.8	1	4	10	1	-7
#22 Cc1ccccc1OCCN=Cc1c(O)n(C)c(=O)n(C)c1=O
 : 9	2	-3	-2.0	-4	18	26	0	4
#23 COc1ccc(N2C(=O)/C(=C/c3ccc(C)o3)C(=O)NC2=S)c(OC)c1
 : 23	-5	7	-0.9	-1	-2	-12	0	11
#24 CCOC(=O)C1(c2ccccc2)CCN(CCC(=O)Nc2ccccc2OC)CC1
 : 16	2	8	2.2	-7	10	-1	14	13
#25 Cc1nc2cc(C(F)(F)F)ccc2n1C1CCN(Cc2nnnn2CCc2ccccc2)CC1
 : -12	-3	-4	-2.0	-4	28	3	37*	-3
#26 CN(C)c1cccc2c(C#N)ccc(N(C)C)c12
 : -19	-2	-12	-0.4	-1	0	3	9	7
#27 CC12CCC3C(CC=C4CC(O)CCC43C)C1C/C(=C\c1ccccc1F)C2=O (configuration not stated)
 : -4	0	6	1.1	1	18	78*	8	3
#28 CC(C)[C@H]1C(=O)O[C@H](C(C)C)C(=O)N(C)[C@@H](C(C)C)C(=O)O[C@H](C(C)C)C(=O)N(C)[C@@H](C(C)C)C(=O)O[C@H](C(C)C)C(=O)N1C
 : 3	5	3	23	0	17	95*	-9	18
#29 CCCC12CN3CC(CCC)(CN(C1)C3c1ccccn1)C2=O (configuration not stated)
 : 11	0	2	1.7	-2	-2	18	-5	7
#30 Cc1ccccc1CN1CCCN(Cc2ccc(Cl)cc2)S1(=O)=O
 : 1	1	5	-0.2	-1	21	-33	5	25
#31 CCN1CCN(Cc2cc(OC)c3c(c2)OCO3)CC1
 : 8	-5	-6	1.5	-1	8	14	8	3
#32 Cc1cccn2c(=O)c3c(nc12)N1CCCCCC1C1(C3)C(=O)N(C)C(=O)N(C)C1=O (configuration not stated)
 : -8	-2	3	-1.0	-4	27	24	-7	9
#33 CCN(CC)C(=O)c1ccc(NC(=O)C2=C(C)OCCS2)cc1
 : 6	0	1	1.5	0	15	-24	-5	9
#34 O=C(N/N=C/c1c(O)n(Cc2ccco2)c(=O)[nH]c1=O)c1ccccc1O
 : -4	-2	-8	0.8	-7	8	-36	6	6
#35 NC(=O)c1ccc(N=Cc2c(O)n(Cc3ccco3)c(=O)[nH]c2=O)cc1
 : -28	0	5	-0.2	-5	-2	12	-2	8
#36 COc1ccccc1OCC#CCN1CCCC(C)C1 (configuration not stated)
 : 6	1	4	0.0	-1	21	3	3	7
#37 CC1(C)CN(S(=O)(=O)OCC(Cl)(Cl)Cl)C(=O)N1
 : -94	3	2	-1.5	-3	-10	8	-3	2
#38 N#CC1=C(N)Oc2c(c(=O)oc3ccccc23)C1c1ccc(OC(=O)N2CCOCC2)cc1 (configuration not stated)
 : 0	-1	4	-1.7	-3	7	18	0	2
#39 O=C(C(Cc1ccccc1)NS(=O)(=O)c1ccc(F)cc1)N1CCC2(CC1)OCCO2 (configuration not stated)
 : 13	1	-4	-0.9	-2	18	5	10	-17
#40 O=c1c2ccccc2ncn1-c1ccc([N+](=O)[O-])c(C(F)(F)F)c1
 : -18	0	-6	-0.8	0	7	-17	-7	10
#41 Nc1ccc(C(=O)N/N=C2/CN3CCC2CC3)cc1
 : 8	0	-2	1.1	-6	10	6	-1	-12
#42 CCN(CC)S(=O)(=O)c1ccc(N=Cc2c(O)n(-c3ccccc3)c(=O)[nH]c2=O)cc1
 : 5	1	-3	-1.2	-3	9	18	-6	-2
#43 CCc1nccc2c1[nH]c1ccccc12
 : -51	-2	-1	1.1	-3	3	31	-4	-10
#44 CCC1(CCCC(=O)c2ccc(F)cc2)C(=O)NC(=S)NC1=O
 : -1	-3	11	-1.8	-4	19	-6	-1	16
#45 CCCCn1c(O)c(C=NC2CCCCC2N)c(=O)[nH]c1=O (configuration not stated)
 : -17	-4	-2	0.8	-3	6	16	-15	14
#46 CCCCn1c(O)c(C(C)=NCCc2ccccc2)c(=O)[nH]c1=O
 : -15	4	4	-3.0	-3	1	3	5	20
#47 COc1ccc(CN2CCCC(C(=O)c3ccccc3SC)C2)cc1O (configuration not stated)
 : 3	-2	-1	-0.7	-3	20	15	4	2
#48 Cc1sc2c(c1C)C(c1ccc(C(C)(C)C)cc1)=NCC(=O)N2CC(=O)Nc1nccs1
 : -6	-1	7	0.8	1	40	-1	26	6
#49 CC(C)CC(N(C)C)C1(c2ccc(Cl)cc2)CCC1 (configuration not stated)
 : 19	1	2&6	-0.1	-7	-4	-3	1&-2	33&16
#50 CCOC(=O)C1(CCCc2ccccc2)CCN(C2CCC2)CC1
 : -12	-1	-3	-1.0	-2	5	11	-6	-1
#51 COc1ccc(C2SCC(=O)Nc3c2c(=O)[nH]n3C2CCCCCC2)cc1OC (configuration not stated)
 : 9	-3	-8	-1.0	-3	11	-10	-14	-9
#52 CC(C)COc1ccc(C2(C#N)CC[N+](C)(C)CC2)cc1
 : 0	2	5	-0.2	0	11	2	-7	-7
#53 CCN(CC)c1ccc(N=Cc2c(O)n(-c3ccc(OC)cc3)c(=O)[nH]c2=O)cc1
 : -4	-3	-1	0.6	-1	-19	13	3	-14
#54 O=c1[nH]c(=O)n(Cc2ccco2)c(O)c1C=NCc1ccco1
 : 6	-4	2	0.5	0	8	1	-6	9
#55 O=c1c2ccccc2nc(C[n+]2ccccc2)n1-c1cccc(C(F)(F)F)c1
 : -11	-2	7	-1.6	0	-11	23	-23	1
#56 COc1ccc(C(Nc2ccccc2)P(=O)(Oc2ccccc2)Oc2ccccc2)cc1 (configuration not stated)
 : -5	-4	2	1.5	4	20	4	14	9
#57 COc1cccc(NP(=O)(Oc2ccc(Cl)cc2)Oc2ccc(Cl)cc2)c1
 : 14	-2	11	0.3	-6	16	49	2	8
#58 Cn1c(O)c(/C=N/N2CCCCC2)c(=O)[nH]c1=O
 : 19	1	4	0.3	1	11	-24	3	8
#59 COC(=O)C1=CCCN(C)C1
 : 9	-10	0	1.7	-4	-4	19	1	6
#60 O=C1NC(=S)N(c2ccccc2F)C(=O)/C1=C\c1cccs1
 : -5	-7	10	4.1	-3	44	8	-1	19
#61 O=C(c1cc(C(=O)NCc2ccccc2)c(=O)n(Cc2ccccc2)c1)c1cc(Cl)ccc1O
 : -8	-1	3	1.6	-1	25	56*	23	17
#62 COC(=O)C1=C(c2ccccc2OCc2ccccc2)C[C@@H]2CC[C@H]1N2C(=O)NCc1ccc([N+](=O)[O-])cc1
 : 12	-3	10	1.8	-4	30	31	35	24
#63 C/C(=C\c1ccc(N(C)C)cc1)[N+](=O)[O-]
 : 18	-1	37	224*	-1	45	100*	-4	46

Screening data (PubChem BioAssay)

The list is partial, so the mix of outcomes need not match the whole.
